m5-HT2A agonist – agonists of mouse serotonin 5-HT2A receptor (HTR2A) | activation, % at 7.6 µM | actives 0.66% (n = 360,000) | CHO-K1 mHTR2A beta-arrestin complementation, luminescence; percent of 30 µM serotonin response;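 active means activation above a run cutoff, the mean activation of all tested compounds plus 3 SD, cut at about 14% in these data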;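 further: 0% = plate median of compound wells and 100% = 30 µM serotonin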
Target sequence (P35363 whole entry, looked up): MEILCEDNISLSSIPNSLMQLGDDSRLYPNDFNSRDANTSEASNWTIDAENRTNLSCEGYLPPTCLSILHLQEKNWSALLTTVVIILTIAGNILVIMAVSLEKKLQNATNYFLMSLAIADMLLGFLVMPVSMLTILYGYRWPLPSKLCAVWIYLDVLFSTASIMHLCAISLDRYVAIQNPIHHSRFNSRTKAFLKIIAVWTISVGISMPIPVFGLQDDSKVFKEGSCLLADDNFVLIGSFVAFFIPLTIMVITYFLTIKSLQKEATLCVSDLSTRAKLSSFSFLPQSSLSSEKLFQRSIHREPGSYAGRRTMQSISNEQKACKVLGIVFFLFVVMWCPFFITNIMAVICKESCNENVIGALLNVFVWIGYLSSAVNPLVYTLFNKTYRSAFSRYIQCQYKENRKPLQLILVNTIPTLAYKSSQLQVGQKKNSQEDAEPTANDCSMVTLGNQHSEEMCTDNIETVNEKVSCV
Cardio protect – protects H9c2 cardiomyocytes from peroxide injury | H2O2 injury protection, ATPLite, 2 h | protection from H2O2 cell death, % at 20 µM | actives 0.63% (n = 360,000) | AID 588492;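 active means compounds giving at least 50% protection of heart cells from peroxide-induced death in the single-dose screen, raw or plate-pattern-corrected value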;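 further: 0% = DMSO wells with peroxide and 100% = DMSO wells without peroxide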
Vif imaging – HIV Vif inhibition | inhibition, % at 7.49 µM | AID 602346 | HEK293T cells, Vif self-association by quenched fluorescence, imaging, 24 h | actives 0.35% (n = 340,000); in the data active means inhibition above about 50%, passing the limit was not always enough; inconclusive means no clear call, values can overlap the other calls; inactive means below about 31%; further: some results filed as inactive read as strong as hits
PDI turbidity – inhibitors of human protein disulfide isomerase | PDI insulin aggregation turbidity, A650, 90 min | inhibition, % at 10 µM | actives 0.052% (n = 350,000) | AID 588391;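 active means mean inhibition across replicates of 30% or more, whatever share of single replicates reach that level; inconclusive means mean inhibition below 30% while every single replicate reaches 30%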;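 further: absorbance from insulin aggregation driven by PDI reduction with DTT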
Target sequence (P07237 whole entry, looked up): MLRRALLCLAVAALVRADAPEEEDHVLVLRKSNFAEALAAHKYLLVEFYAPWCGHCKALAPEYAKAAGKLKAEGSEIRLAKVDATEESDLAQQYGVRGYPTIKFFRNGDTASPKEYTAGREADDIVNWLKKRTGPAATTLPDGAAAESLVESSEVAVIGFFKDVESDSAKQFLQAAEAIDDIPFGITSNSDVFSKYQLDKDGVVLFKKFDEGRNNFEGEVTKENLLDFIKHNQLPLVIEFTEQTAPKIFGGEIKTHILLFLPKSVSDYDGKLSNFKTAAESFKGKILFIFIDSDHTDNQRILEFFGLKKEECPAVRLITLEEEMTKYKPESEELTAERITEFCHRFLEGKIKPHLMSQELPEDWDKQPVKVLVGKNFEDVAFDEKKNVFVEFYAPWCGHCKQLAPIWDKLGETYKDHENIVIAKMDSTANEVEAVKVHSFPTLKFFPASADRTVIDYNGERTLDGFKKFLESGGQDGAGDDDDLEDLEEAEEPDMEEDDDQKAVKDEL
aDG glyco up – alpha-DG glycosylation activation; Pro5-aDG cells, alpha-DG glycosylation AlphaScreen (IIH6); 0% Pro5, 100% B10-LARGE cell signal; activation, % at 10 µM; actives 0.22% (n = 360,000);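 active means activation of at least 8% versus controls, or a plate z-score of at least 8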;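 further: Pro5 are CHO cells carrying HIG-tagged alpha-DG that lacks glycosylation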
CaV13 ICDI inh – Disruptors of the CACNA1D IQ motif to Ca2+-dependent inactivation inhibitor domain association, primary screening, Förster resonance energy transfer in intact living …; HEK cells, CFP/YFP FRET ICDI-IQ, plate reader, 10 min; percent FRET-ratio fall versus neutral wells; inhibition, % at 12.3 µM; actives 0.098% (n = 340,000);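 active means mean replicate inhibition of at least 30% and at least 1% of replicates passing that level; inconclusive means only one of the two criteria is met; inactive means neither criterion is met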;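 further: 0% = median of the neutral control wells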
Glyco luc inh – blocks N-linked glycosylation in D54 reporter cells | AID 588692 | actives 0.23% (n = 360,000) | reporter increase, % at 12.5 µM | D54 ERlucT glycosylation luciferase reporter, 24 h; percent of 100 nM tunicamycin response;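 active means mean luciferase reporter signal, scaled so untreated is 0 and the glycosylation-blocking control 100, at or above a set limit in every replicate; inconclusive means mean reaches the limit but not every replicate does; inactive means mean below the limit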;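 further: luciferase carries N-glycosylation sites so blocking glycosylation raises the light; 0% = median of neutral control wells and 100% = median of 100 nM tunicamycin wells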
Granule exo inh – lytic granule exocytosis inhibition. TALL-104 LAMP-1 surface exposure, flow cytometry; cells stimulated with thapsigargin and PMA. inhibition, % at 10 µM. actives 0.66% (n = 360,000);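 active means inhibition above about 55%, limit read from the data; inconclusive means no clear call, values can overlap the other calls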
iPSC survival up – enhancers of human iPSC single-cell survival; survival enhancement, % at 20 µM; AID 602274; hiPSC single-cell survival, ATPlite luminescence; 100% = ROCK inhibitor wells, 0% = DMSO; actives 0.044% (n = 360,000); in the data active means survival enhancement above about 18%;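 further: cells exposed to compounds for 16 hours before the ATP read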
ABCB6 inh MLPCN – human ABCB6 transporter inhibition. actives 0.19% (n = 360,000). fluorescence ratio to DMSO, % at 10 µM. K562-ABCB6 porphyrin accumulation, flow cytometry, 1 h; active compounds read low. Q9NP58;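 active means fluorescence ratio to DMSO below 75%, the collection mean minus 3 SD; inconclusive means too few cells collected in the well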;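 further: signal is porphyrin accumulated inside mitochondria; 100% equals median channel fluorescence of DMSO control wells; lower ratio means ABCB6 inhibition with less porphyrin fluorescence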
The depositor's hits bear a star; ? = inconclusive; . = not tested or not shown.

SMILES	m5-HT2A agonist	Cardio protect	Vif imaging	PDI turbidity	aDG glyco up	CaV13 ICDI inh	Glyco luc inh	Granule exo inh	iPSC survival up	ABCB6 inh MLPCN
Nc1cc(Cl)ccc1C(=O)OCC(=O)NCC1CCCO1 (stereo not given)	0	4	-14	0	-0.2	-2	0	-3	-0.6	97
COc1ccc(N(CC(=O)NCCc2ccc(Cl)cc2)S(=O)(=O)c2c(C)[nH]c(=O)[nH]c2=O)cc1	1	-2	7	3	-0.2	-6	1	-1	-0.5	101
O=[N+]([O-])c1ccc(O)c(-c2nc(-c3ccccc3)c(-c3cccs3)[nH]2)c1	8	-18	-11	1	0.3	.	-9	-2	-0.8	93
O=C(O)c1cc(C(F)(F)F)nc2ccccc12	0	10	-3	-4	-0.1	-4	1	-3	-0.3	102
CCOC(=O)C1=C(C)OC(N)=C(C#N)C1c1ccoc1 (stereo not given)	2	4	-15	-5	-0.2	-6	1	-4	1.5	99
COc1ccc(CC(=O)OCC(=O)N2CCN(S(=O)(=O)c3ccc(C)cc3C)CC2)cc1OC	10	-1	-2	3	-0.1	-6	2	3	-0.4	96
CC(C)(C)NC(=O)C(c1ccco1)N(C(=O)Cn1nnc(-c2ccc(F)cc2)n1)c1ccccc1F (stereo not given)	-3	26	-4	12	-0.6	-6	-2	-2	-0.3	91
O=C(O)C1CN(c2ncccc2[N+](=O)[O-])C1	2	3	-8	0	-0.2	3	2	0	2.8	101
Cc1ccc(-n2cccc2/C=C2/NC(=O)N(CC(=O)Nc3cccc(C)c3)C2=O)cc1	2	9	.	-3	-0.1	-4	0	0	-1.7	94
O=C(NC(=S)Nc1cccc2ncccc12)c1ccccc1	-7	0	-4	-10	0.5	-7	-1	-1	-0.2	76

Fetched by structure from the list above:
SMILES	m5-HT2A agonist	Cardio protect	Vif imaging	PDI turbidity	aDG glyco up	CaV13 ICDI inh	Glyco luc inh	Granule exo inh	iPSC survival up	ABCB6 inh MLPCN
O=C(O)C1CN(c2ncccc2[N+](=O)[O-])C1	2	3	-8	0	-0.2	3	2	0	2.8	101
COc1ccc(N(CC(=O)NCCc2ccc(Cl)cc2)S(=O)(=O)c2c(C)[nH]c(=O)[nH]c2=O)cc1	1	-2	7	3	-0.2	-6	1	-1	-0.5	101
Cc1ccc(-n2cccc2/C=C2/NC(=O)N(CC(=O)Nc3cccc(C)c3)C2=O)cc1	2	9	.	-3	-0.1	-4	0	0	-1.7	94
O=C(O)c1cc(C(F)(F)F)nc2ccccc12	0	10	-3	-4	-0.1	-4	1	-3	-0.3	102

(continued)
SMILES	m5-HT2A agonist	Cardio protect	Vif imaging	PDI turbidity	aDG glyco up	CaV13 ICDI inh	Glyco luc inh	Granule exo inh	iPSC survival up	ABCB6 inh MLPCN
CC(=O)Nc1cc(-c2ccc(F)cc2)cn2c(-c3ccc(F)c(Cl)c3)cnc12	-4	-3	-14	-3	-0.2	-7	1	1	-0.5	103
NS(=O)(=O)c1ccc(CNC(=O)CNC(=O)Cc2ccccc2)cc1	-4	0	1	-22	-0.2	-3	-4	-6	0.6	99
CCCN1CCN(S(=O)(=O)c2cc3c(cc2C)NC(=O)CO3)CC1	8	4	.	.	-0.3	-6	-1	-3	1.5	100
O=C(CSCC(=O)NN=Cc1ccccc1O)NN=Cc1ccccc1O	1	43	6	-1	0.5	-6	-5	-4	2.2	101
CCc1ccccc1NC(=S)N1N=CCC1c1ccccc1 (stereo not given)	2	9	8	-4	0.1	-6	0	2	1.0	94
CCOC(=O)c1sc2nc(C)nc(SCC(N)=O)c2c1C	1	0	-5	-3	-0.2	-4	5	5	0.1	100
COc1cccc(CNc2nc3nc(C)cc(C)n3n2)c1	1	-8	10	3	-0.1	-4	3	-1	-4.4	97
CCc1c(O)nc(SCC(=O)Nc2c(C)cccc2C)n(-c2ccc(F)cc2)c1=O	2	5	.	-17	-0.3	-14	1	1	-0.4	99
CC(=O)Nc1ccc(S(=O)(=O)N2CCN(c3cc(C)nc4ncnn34)CC2)cc1	1	-1	-8	5	0.0	-1	0	5	0.1	98
O=C(Nc1ccccc1F)N(CCCN1CCOCC1)Cc1cc2cc3c(cc2[nH]c1=O)OCCO3	2	12	1	10	0.0	-6	6	-1	-2.8	105
CC(OC(=O)CN1C(=O)NC2(CCCC2)C1=O)C(=O)Nc1cccc(Cl)c1 (stereo not given)	-4	-6	1	-13	-0.5	-6	-1	-3	-0.2	97
Nc1sc2c([n+]1CCCS(=O)(=O)[O-])CCCC2	4	-1	.	1	-0.1	-7	2	2	-1.6	95
COc1ccc(CN2C(=O)CCCC2(C)c2nc3ccccc3[nH]2)cc1 (stereo not given)	1	.	.	.	-0.1	-7	.	6	2.6	94
CC(C)(C)S(=O)(=O)c1cnc(N2CCCCC2)nc1N	-3	1	1	-3	0.0	-5	2	-2	-0.4	106
CC1CCN(C(=S)c2cccc([N+](=O)[O-])c2)CC1	5	-2	-12	2	-0.1	-5	0	0	0.3	95
COc1cc2c(cc1NC(=S)Nc1cccc(C)c1)oc1ccccc12	-2	-3	2	4	0.2	-3	1	2	-1.1	99
c1ccc(-c2nn3c(-c4ccccc4)nnc3o2)cc1	7	2	18	-5	0.1	-6	-3	6	-1.1	100
CSc1ccccc1OCc1cc(C(=O)N2CCN(C3CCCC3)C(=O)C2)no1	-12	-4	0	-3	0.4	-4	-1	-8	-0.3	105
CCOC(=O)C1=C(C)N(c2ccccc2)C(=O)/C1=C\c1ccc(O)c(OC)c1	5	-1	1	-8	-0.1	-7	2	29	0.7	98
CCCC(=O)Nc1ccc(NC(=O)c2ccco2)c(OC)c1	-5	4	.	9	0.4	-7	-1	-1	3.7	90
CCCCOCCCNC(=O)C[C@@H]1C[C@@]2(C(=O)OC)CCCCC=C2N(Cc2ccccc2)C1=O	7	.	.	.	-0.2	-1	.	-2	0.6	88
CCC1CCC2(CC1)NC(=O)N(CC(=O)NCc1ccc(Cl)cc1)C2=O (stereo not given)	-1	-1	-8	2	0.5	-3	1	18	-0.2	93
CCOC(=O)COc1cc(=O)n(CC)c2ccccc12	3	1	.	10	-0.4	-3	2	-3	-1.5	96
C=CCOc1ccc(C[C@H](N)C(=O)NC[C@H]2O[C@@H](n3ccc(N)nc3=O)[C@H](O)[C@@H]2O)cc1	-5	3	7	-2	-0.4	-5	2	-8	0.4	101
Cc1cc(F)cc(-c2cc(C(=O)NCC3CCCCC3)[nH]n2)c1	-5	-7	-1	-14	0.4	-10	-1	-2	-0.2	98
COc1cccc(CN(C(=O)c2ccccc2Br)C2CCS(=O)(=O)C2)c1 (stereo not given)	4	-2	3	-3	-0.3	-15	-1	-5	-0.1	100
Fc1cccc(/C=N/n2c(C3CCCCC3)n[nH]c2=S)c1	11	-4	4	-4	-0.1	-17	0	3	-0.4	98
NS(=O)(=O)c1ccc(CCNc2nc(C(F)(F)F)nc3ccccc23)cc1	2	-3	-23	-38	0.3	-8	-3	-6	-0.4	96
COc1cccc(/C(C)=N/Nc2ccc(S(=O)(=O)N3CCCCC3)cn2)c1	-3	-11	8	1	-0.2	-5	0	-5	0.6	92
COc1ccc(CNC(=O)[C@H](C)NC(=O)N2CCn3c2nc2ccccc23)cc1	2	5	-5	16	0.0	-3	4	-1	-0.3	93
Cc1ccc(OCC(=O)NCCNC(=O)c2ccc(C)nc2)cc1	3	-6	?	0	-0.1	-3	1	-4	-0.4	95
COc1ccc(-n2c(=O)c3ccccc3n(CC(=O)NC3CCCCC3)c2=O)cc1	-4	5	15	-8	-0.3	-4	-1	0	-1.0	94
COc1ccc(S(=O)(=O)NC(C)C(=O)NCc2ccccn2)cc1Cl (stereo not given)	3	8	4	8	0.0	-2	2	8	-0.5	89
CN(C(=S)NC(=O)c1ccc(F)cc1)C1CCCCC1	-3	4	2	-2	0.0	.	0	4	0.6	105
O=C(NO)c1ccccc1O	1	0	2	5	-0.1	-5	-1	-2	2.1	100
Oc1[nH]c2ccccc2c1N=Nc1c(F)c(F)c(F)c(F)c1F	2	-3	4	0	-0.4	-9	1	3	0.0	100
CCCN(CCC)CCNC(=O)C1(O)c2ccccc2NC(=O)N1c1cccc(OC)c1 (stereo not given)	10	10	17	2	-0.1	-18	1	12	-0.7	100
Cc1nn(Cc2ccccc2)c(Cl)c1C(=O)OCc1nnc(-c2ccccc2)o1	1	-30	2	-1	0.2	-4	-5	23	0.9	91
CC(NC(=O)C12CC3CC(CC(O)(C3)C1)C2)c1ccc(Cl)cc1Cl (stereo not given)	-3	5	11	-4	-0.1	-3	-1	-5	0.8	105
Cc1ccc(C2=[N+]([O-])C(C)(C)N(O)C2(C)C)cc1	1	13	2	6	-0.2	-15	3	-6	-2.5	102
COc1cc(CCNC2=CC(=O)c3ncccc3C2=O)ccc1O	2	-13	11	2	5.6	-6	-15	32	-2.1	91
O=C(COc1nncc2ccccc12)Nc1ccc(Br)cc1F	-1	3	-10	5	1.2	-13	-1	-2	-0.2	93
Cc1cc(-c2csc(N)n2)c(C)n1Cc1ccco1	6	-6	-4	3	0.3	-6	0	-2	1.0	103
c1ccc(NCCC2OCC3(CO2)COC(CCNc2ccccc2)OC3)cc1 (stereo not given)	-5	-9	1	-4	-0.3	-4	0	27	-0.9	98
CCO[C@@H]1OC(C(=O)NCc2nc3ccccc3[nH]2)=C[C@H](c2ccc(C(F)(F)F)cc2)[C@H]1CCCO	-4	-9	-5	-40	0.2	0	3	-4	-0.7	97
COc1ccc(C(=O)OCC(=O)NCc2ccco2)cc1OC	-2	5	-25	5	0.0	-3	0	-2	-1.9	103
CC(C)N(Cc1nc(-c2ccccc2)no1)C(=O)c1ccc2c(c1)OCO2	-6	-2	-5	-5	-0.1	-4	-1	1	-2.4	104
Cc1ccc(N2CCN(C(=S)Nc3ccccc3C)CC2)cc1	-3	7	0	0	-0.1	-5	-2	3	-0.4	97
O=C(NCCC1=CCCCC1)C1CCN(S(=O)(=O)c2ccccc2)CC1	-2	6	-4	10	0.1	7	0	1	1.8	95
COc1cccc(-n2c(SCC(=O)NC3CCCC3)nnc2-c2ccco2)c1	-1	-2	-1	-3	0.0	-4	2	-2	-3.6	103

Entries of single compounds as entered above. Screens in order: m5-HT2A agonist | Cardio protect | Vif imaging | PDI turbidity | aDG glyco up | CaV13 ICDI inh | Glyco luc inh | Granule exo inh | iPSC survival up | ABCB6 inh MLPCN
`COc1cccc(-n2c(SCC(=O)NC3CCCC3)nnc2-c2ccco2)c1` is listed with -1 | -2 | -1 | -3 | 0.0 | -4 | 2 | -2 | -3.6 | 103
`O=C(COc1nncc2ccccc12)Nc1ccc(Br)cc1F` is listed with -1 | 3 | -10 | 5 | 1.2 | -13 | -1 | -2 | -0.2 | 93
`COc1cc(CCNC2=CC(=O)c3ncccc3C2=O)ccc1O` is listed with 2 | -13 | 11 | 2 | 5.6 | -6 | -15 | 32 | -2.1 | 91

High-throughput results deposited in PubChem by several laboratories.
